# Screening results: PubChem, Sanford-Burnham Center for Chemical Genomics
# SENP7 block = SENP7 protease inhibitors, primary screen, biochemical, luminescence, uHTS. 1.5% of 330,000 active. recombinant SENP7, Z-RLRGG-aminoluciferin luminescence, 40 min. Sentrin-specific protease 7 (Homo sapiens), Q9BQF6. inhibition, % at 5 µM;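 active = inhibition above about 50% at the single test dose, limit read from the data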;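 note: plate controls were DMSO with enzyme for no effect and no enzyme buffer wells for full effect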
# SENP8 inh = human SENP8 protease inhibitors, primary screen, biochemical, fluorescence, Nedd8 protein substrate, uHTS; Sentrin-specific protease 8 (Homo sapiens), Q96LD8; inhibition, % at 20 µM; recombinant SENP8; 0.64% of 360,000 active; in the data active = inhibition mostly above about 40%, no sharp cut-off; inactive = mostly below about 27%
# Target sequence (Q96LD8 whole entry, looked up): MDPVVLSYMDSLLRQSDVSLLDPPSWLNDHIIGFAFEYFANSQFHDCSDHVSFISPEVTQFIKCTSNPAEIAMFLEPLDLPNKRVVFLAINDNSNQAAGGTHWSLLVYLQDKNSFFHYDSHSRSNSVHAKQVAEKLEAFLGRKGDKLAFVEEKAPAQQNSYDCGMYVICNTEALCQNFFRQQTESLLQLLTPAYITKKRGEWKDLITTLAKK
# HKDC1 inhibitor = HKDC1 hexokinase inhibitors, primary screen, biochemical, fluorescence, uHTS | Q2TB90 | 0.16% of 340,000 active | AID 493160, 2011 | recombinant HKDC1, G6PDH/diaphorase resazurin coupled fluorescence | inhibition, % at 20 µM;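 active = inhibition above about 35% when tested at 20 µM, limit read from the data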;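 note: plate controls were DMSO wells with enzyme for no effect and DMSO wells lacking enzyme for full effect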
#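 Test system: recombinant HKDC1 (HK5) hexokinase enzyme, produced in-house / Doses: 20 µM test compound, 1% DMSO / Timing: 90 min, room temperature / Detection: G6PDH/diaphorase-coupled fluorescence, 1 mM NADP, 100 µM resazurin, 525/613 nm / Control set: DMSO wells with and without enzyme mix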
# ATG4B inhibitor = ATG4B protease inhibitors, primary screen, biochemical, fluorescence, uHTS; inhibition, % at 8.33 µM; AID 504462, 2011; ATG4B cleavage of LC3-PLA2, NBD-HPC fluorescence, 1 h; Cysteine protease ATG4B (Homo sapiens), Q9Y4P1; 0.51% of 340,000 active; in the data active = inhibition above about 40%
# Target sequence (Q9Y4P1 whole entry, looked up): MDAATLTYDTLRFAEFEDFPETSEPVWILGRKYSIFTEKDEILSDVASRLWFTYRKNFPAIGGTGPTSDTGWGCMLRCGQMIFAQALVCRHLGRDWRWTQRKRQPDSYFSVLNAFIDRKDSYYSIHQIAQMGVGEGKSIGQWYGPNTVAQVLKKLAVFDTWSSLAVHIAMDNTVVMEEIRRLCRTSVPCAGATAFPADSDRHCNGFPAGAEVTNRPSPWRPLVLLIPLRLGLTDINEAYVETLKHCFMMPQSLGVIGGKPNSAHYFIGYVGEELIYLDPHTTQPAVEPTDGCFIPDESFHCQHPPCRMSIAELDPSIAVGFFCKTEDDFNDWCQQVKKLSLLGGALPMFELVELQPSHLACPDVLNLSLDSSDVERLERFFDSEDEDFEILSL
# SENP6 block = SENP6 protease inhibitors, primary screen, biochemical, luminescence, uHTS; Sentrin-specific protease 6 (Homo sapiens), Q9GZR1; Recombinant SENP6 catalytic domain, aminoluciferin luminescence; inhibition, % at 10 µM; 1.8% of 330,000 active; AID 2599, 2010;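 active = inhibition above about 50% at the single tested dose, limit read from the data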;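 note: plate controls were DMSO wells with enzyme for no effect and DMSO wells lacking enzyme for full effect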
# Target sequence (Q9GZR1 628-1112 limits assumed): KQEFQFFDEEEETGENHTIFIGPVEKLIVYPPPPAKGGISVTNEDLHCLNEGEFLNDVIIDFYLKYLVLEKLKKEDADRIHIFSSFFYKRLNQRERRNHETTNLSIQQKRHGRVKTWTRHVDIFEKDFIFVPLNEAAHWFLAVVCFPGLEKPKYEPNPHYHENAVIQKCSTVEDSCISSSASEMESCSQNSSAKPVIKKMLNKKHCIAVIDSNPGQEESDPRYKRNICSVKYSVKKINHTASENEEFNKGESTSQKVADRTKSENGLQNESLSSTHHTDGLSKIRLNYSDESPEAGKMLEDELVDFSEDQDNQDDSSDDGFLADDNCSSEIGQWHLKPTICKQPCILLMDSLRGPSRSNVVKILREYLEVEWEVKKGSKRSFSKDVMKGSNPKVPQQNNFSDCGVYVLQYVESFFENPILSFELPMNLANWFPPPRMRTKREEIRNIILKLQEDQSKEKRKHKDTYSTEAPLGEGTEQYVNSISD
# MPTP block = mitochondrial permeability transition pore inhibitors, primary screen, biochemical, isolated mouse mitochondria, absorbance. AID 602449, 2012. inhibition, % at 10 µM. 1.4% of 360,000 active. Ca2+ swelling absorbance, 30 min;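 active = inhibition of 50% or more, scaled per plate between neutral and stimulator controls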;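 note: 0% = DMSO wells given calcium and 100% = 1 mM EGTA wells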
# PfGluPho inh = PfG6PD enzyme inhibitors, primary screen, biochemical, fluorescence intensity, uHTS. glucose-6-phosphate dehydrogenase-6-phosphogluconolactonase (Plasmodium falciparum 3D7). PfGluPho enzyme, NADPH resazurin-diaphorase fluorescence. inhibition, % at 20 µM. 0.78% of 350,000 active. AID 504690, 2011;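 active = inhibition reaching at least a set limit at 20 µM in the primary screen, cut at about 59% in these data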;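 note: 0% = DMSO wells with substrate and 100% = DMSO wells lacking glucose-6-phosphate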
# GRIN3A LBD mod = binders of NR3A ligand-binding domain, primary screen, biophysical, differential scanning fluorimetry, uHTS | Glutamate receptor ionotropic, NMDA 3A (GRIN3A) ligand-binding domain | NR3A LBD differential scanning fluorimetry, Tm shift; 0% = protein alone, 100% = glycine-bound protein | Tm shift relative to glycine control, % at 25 µM | 2.5% of 340,000 active | AID 1259313, 2017;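 active = melting temperature shift of at least 10% of the positive control shift, at one fixed dose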
# * = called active by the depositor; . = no result given. An unsorted share of the library; about 6.9% have a hit in one of these screens.
SMILES,SENP7 block,SENP8 inh,HKDC1 inhibitor,ATG4B inhibitor,SENP6 block,MPTP block,PfGluPho inh,GRIN3A LBD mod
COc1ccc(Cl)cc1NC(=S)NCCCN1CCCC1=O,5.3,-0.8,11.7,-3.2,-11.6,-0.4,-14.7,0.5
CCCn1nc(C(=O)NC2CC2)c2ccccc2c1=O,4.9,2.0,-6.0,1.8,-24.0,-0.8,1.0,-0.4
COc1cccc(C(=O)Nc2nnc(SCC(=O)NC3CCCC3)s2)c1,-1.7,-27.8,-3.2,-1.2,6.5,-0.3,19.8,-27.4
COc1ccc(C2CC(c3cccs3)=NN2C(=O)CSc2nc(=O)n3ccccc3n2)cc1 (stereo unspecified),-1.9,-44.5,2.6,-11.8,-13.3,-1.2,-6.0,-1.8
O=C(/C=C/c1ccc([N+](=O)[O-])cc1)NCCOc1ccc(F)cc1,6.6,16.0,0.1,-2.9,-4.9,0.8,-1.0,-2.1
O=C(Nc1ccc2oc(=O)ccc2c1)c1cccnc1,3.4,-99.0,-1.1,-13.3,-4.8,-0.8,-7.9,-0.3
COc1ccc(C(=O)C2CCCN(C(=O)COc3ccc(C(C)=O)cc3)C2)cc1F (stereo unspecified),2.4,29.7,-3.2,-1.3,-5.2,3.8,6.0,2.2
CCN(CC(=O)NCc1ccc(Cl)cc1)S(=O)(=O)c1ccc(NC(C)=O)cc1,-0.5,12.7,1.1,-2.7,-0.4,-0.6,-15.1,0.4
COc1ccc(/C=N/N2CCN(C3c4ccccc4-c4ccccc43)CC2)cc1OC,1.7,-2.9,-7.7,-4.2,6.1,1.0,5.8,0.8
COc1ccc(C(CC(=O)O)c2cc(OC)c(OC)c(OC)c2)cc1OC (stereo unspecified),.,7.7,2.5,9.9,.,-3.8,-8.7,-1.6
COc1ccc(C(=O)NCC(=O)OCC(=O)c2ccc3c(c2)NC(=O)CO3)cc1,-3.1,3.1,-3.5,-7.2,11.3,-0.1,-9.7,-0.3
O=C(NCc1nnc(SCc2ccccc2)n1-c1ccc(F)cc1)C12CC3CC(CC(C3)C1)C2,-4.5,12.2,-2.1,-13.8,-11.8,2.7,6.3,-3.2

# The closing 4 compounds of the part above come first, to join the parts:
SMILES,SENP7 block,SENP8 inh,HKDC1 inhibitor,ATG4B inhibitor,SENP6 block,MPTP block,PfGluPho inh,GRIN3A LBD mod
COc1ccc(/C=N/N2CCN(C3c4ccccc4-c4ccccc43)CC2)cc1OC,1.7,-2.9,-7.7,-4.2,6.1,1.0,5.8,0.8
COc1ccc(C(CC(=O)O)c2cc(OC)c(OC)c(OC)c2)cc1OC (stereo unspecified),.,7.7,2.5,9.9,.,-3.8,-8.7,-1.6
COc1ccc(C(=O)NCC(=O)OCC(=O)c2ccc3c(c2)NC(=O)CO3)cc1,-3.1,3.1,-3.5,-7.2,11.3,-0.1,-9.7,-0.3
O=C(NCc1nnc(SCc2ccccc2)n1-c1ccc(F)cc1)C12CC3CC(CC(C3)C1)C2,-4.5,12.2,-2.1,-13.8,-11.8,2.7,6.3,-3.2
O=C1N/C(=N/O)S/C1=C\c1ccccc1-n1cccn1,4.2,-11.7,-5.1,3.0,2.8,-1.6,-4.9,0.6
CCN(CC)C(=O)Oc1ccc(OC(=O)N(CC)CC)cc1,-5.8,1.8,-5.6,0.0,-8.0,-0.8,-27.6,-0.1
N#Cc1c(NC(=O)CN2CCOCC2)oc(-c2ccccc2)c1-c1ccccc1,-1.3,-155.4,8.8,-10.9,-3.3,-0.5,-5.0,-1.6
NS(=O)(=O)c1ccc(-n2ncc3c(=O)[nH]c(SCC(=O)Nc4nccs4)nc32)cc1,4.2,-47.5,-1.5,-21.7,7.8,0.2,8.8,-7.8
Cc1ccc(C(=O)Cc2ccccc2)c(O)c1,.,13.8,-2.2,3.5,.,0.9,3.6,-1.0
Cc1cc(C)c(S(=O)(=O)NCC(=O)NCc2ccccn2)c(C)c1,4.1,7.5,-10.0,6.2,-7.2,-0.2,-24.1,0.8
CCOC(=O)C1(Cc2ccccc2Cl)CCN(S(=O)(=O)N(C)C)CC1,-2.0,9.2,-7.3,17.2,-8.0,-0.8,25.6,1.1
COc1cc(/C=C(\C#N)C(=O)c2c[nH]c3ccccc23)cc(OC)c1O,-3.4,2.0,22.4,6.0,-12.1,6.6,29.2,-14.4
O=C(Cc1ccc(Cl)cc1)NNC(=O)C1CC=CCC1C(=O)O (stereo unspecified),-5.4,-0.6,.,.,-10.3,-0.9,.,.
COc1ccc(C)cc1-n1c(C)cc(C=O)c1C,0.8,14.3,0.0,-6.9,-2.1,4.0,18.2,-0.9
Cc1cc(C)c2cc(CN(Cc3ccc4c(c3)OCO4)Cc3nnnn3Cc3ccco3)c(=O)[nH]c2c1,-2.3,-65.5,10.6,-2.8,-20.2,-6.7,26.2,-0.7
O=C(COC(=O)C1CSC2(c3ccc(F)cc3)CCC(=O)N12)NC(=O)NC1CCCC1 (stereo unspecified),-1.2,8.9,8.1,-5.8,-15.5,-1.6,2.1,-2.8

# The closing two records of the part above open the next one:
SMILES,SENP7 block,SENP8 inh,HKDC1 inhibitor,ATG4B inhibitor,SENP6 block,MPTP block,PfGluPho inh,GRIN3A LBD mod
Cc1cc(C)c2cc(CN(Cc3ccc4c(c3)OCO4)Cc3nnnn3Cc3ccco3)c(=O)[nH]c2c1,-2.3,-65.5,10.6,-2.8,-20.2,-6.7,26.2,-0.7
O=C(COC(=O)C1CSC2(c3ccc(F)cc3)CCC(=O)N12)NC(=O)NC1CCCC1 (stereo unspecified),-1.2,8.9,8.1,-5.8,-15.5,-1.6,2.1,-2.8
CCC(=O)N1CCc2cc(S(=O)(=O)CCC(=O)NCc3ccco3)ccc21,9.5,3.6,-7.3,2.0,-9.3,-0.7,-10.6,-1.9
NC(=O)COc1cccc2cccnc12,5.5,-6.4,-2.5,-0.2,-11.6,-0.1,-2.6,0.7
COc1ccc(N2C(=O)CC(NC3CCCCNC3=O)C2=O)cc1 (stereo unspecified),10.3,21.5,1.3,-1.3,-13.1,-1.9,-13.4,-2.2
COc1ccccc1CNC(=O)CSc1nc(C)cs1,6.9,16.7,1.3,10.6,-9.6,-0.2,-18.6,-2.6
COCc1nnc(NC(=O)CC(C)c2ccccc2)s1 (stereo unspecified),-3.8,30.5,-5.2,-4.9,-4.8,0.2,4.3,-6.1
c1cc2c3c(cccc3c1)-c1cnccc1-2,.,-483.8,-1.6,-24.1,.,0.1,64.5*,-0.8
CCSc1nc(=O)n(-c2ccccc2)c(C)c1C(C)=O,5.7,21.2,-0.8,-2.7,-12.3,-1.9,-0.8,-8.1
O=C(OCC(=O)N1CCCCCC1)c1ccccc1Br,9.3,3.0,0.2,2.7,12.2,-0.5,4.1,0.2
COc1ccc(CNC(=O)c2cc(C(C)=O)c[nH]2)cc1,5.4,21.4,-0.8,7.5,11.0,-0.2,-6.6,3.3
O=C(CSc1ncn(-c2ccccc2)n1)Nc1nc2c(s1)CCCC2,-4.1,-0.2,6.5,4.9,-14.2,-1.3,4.7,-7.0
CC(=O)NCc1ccc(C(=O)CCl)cc1,9.9,1.4,-0.2,-1.9,-2.2,-0.5,-12.0,1.2
CCOC(=O)Nc1ccc(OC(=O)Oc2ccc(NC(=O)OCC)cc2)cc1,.,2.2,23.1,-3.2,.,-2.5,-13.1,-14.9
C/C(=N\NC(=O)c1ccc(CN2CCOCC2)cc1)c1ccc(NC(=O)c2ccccc2)cc1,-0.8,-3.5,-3.3,-6.7,19.4,0.2,9.5,-2.8
Cc1cc(-c2ccccc2)n(-c2ccc(C(=O)N3CCN(c4ncccn4)CC3)cc2)n1,6.2,0.6,-4.1,11.3,3.1,2.3,-18.0,-1.3
CCOc1ccccc1NC(=O)COC(=O)c1nc2nccc(C)n2n1,-3.6,-3.4,-5.1,-7.1,9.0,-0.6,0.3,-0.5
COc1ccc(NC2=NCCCCC2)cc1,14.8,14.0,-8.1,-2.0,-0.3,2.6,-17.1,0.7
CC(OC(=O)c1ccc(Cl)nc1)C(=O)NCc1ccc2c(c1)OCO2 (stereo unspecified),-8.9,4.2,-8.3,4.0,-4.1,-1.5,-5.5,-0.6
COc1ccc(-c2csc(N(CC3CCCO3)C(=O)c3cccs3)n2)cc1 (stereo unspecified),1.3,9.1,6.6,2.2,4.6,6.3,6.5,-0.5
O=C(Cn1c(=O)oc2ccccc21)NCc1ccco1,2.9,17.7,-5.5,6.1,-5.9,-0.9,-8.5,-6.8
COC(=O)Cc1ccc(NC(=O)c2ccc(Br)o2)cc1,32.3,11.1,-9.7,-5.5,51.2*,0.4,-3.2,-0.4
CCOc1ccccc1NC(=O)CN1C(=O)COc2ccc(S(=O)(=O)N3CCOCC3)cc21,-14.5,10.0,-8.1,-0.9,-16.4,-1.0,-16.8,2.0
CCC1(C)Cc2c(sc3nnn(Cc4ccccc4Cl)c(=O)c23)CO1 (stereo unspecified),8.0,26.4,-5.5,0.0,0.4,0.0,20.5,-1.0
CCCCCC1CCC(C(=O)NCCN2CCOCC2)CC1 (stereo unspecified),-0.4,15.1,-3.5,-3.3,-30.6,-0.9,0.6,-2.2
COc1ccc(/C(O)=C2/C(=O)C(=O)N(CCN3CCOCC3)C2c2ccccn2)cc1OC (stereo unspecified),3.5,10.0,-2.4,-3.0,2.1,-0.7,-6.0,-1.5
Cc1cccc(N2C(=O)N3[C@@H]4c5ccccc5OC[C@@H]4[C@@H](c4ccccc4)[C@]3(C)C2=O)c1,-2.2,22.9,1.4,-7.6,2.2,-1.4,8.7,-1.2
CC1(C)NC(=O)N(CC(=O)NNC(=O)c2ccccc2F)C1=O,6.0,5.7,-4.1,-5.0,-8.9,0.1,1.5,1.1
Cc1cc2[nH]c(=O)c(=O)[nH]c2cc1S(=O)(=O)NC1CCCCC1C (stereo unspecified),-12.3,-429.6,7.6,0.7,-9.8,-1.4,-24.9,-1.6
COc1ccc(CNC(=O)c2coc(=O)c3ccccc23)c(OC)c1,-12.7,7.0,-6.8,-6.8,-23.9,1.0,13.7,0.9
CC(=O)N1CCN(S(=O)(=O)c2cccc(C(=O)NNC(=O)c3ccc(Br)cc3)c2)CC1,.,5.4,-2.1,-2.9,.,-1.9,-16.0,-1.6
Cc1cc(N=Nc2ccccc2)cc(C)c1NC(=O)C(F)(F)F,.,23.9,2.3,-3.5,.,2.0,9.6,-23.7
CN(C(=O)CSc1nc2ccccc2c(=O)n1-c1ccc(F)cc1)C1CCS(=O)(=O)C1 (stereo unspecified),-0.3,2.3,-3.6,0.8,-9.4,-1.2,10.7,0.9
Cc1ccsc1C1C(C#N)=C(N)N(N(C)C)C2=C1C(=O)CCC2 (stereo unspecified),1.3,5.8,5.0,2.6,17.7,0.1,1.4,-0.8
O=C(C1CCCN(S(=O)(=O)c2ccccc2)C1)N1CCCCC1 (stereo unspecified),-12.7,5.0,-2.2,-6.7,-23.1,-1.8,-0.7,-1.2
COc1cc(OC)c(OC)cc1/C=N/n1c(COc2ccccc2)n[nH]c1=S,1.8,-44.8,-2.6,-4.3,-35.8,-0.6,39.5,2.5
Cc1nc2sc(C(=O)OC(C)C)c(N)c2c(C)c1C,3.1,-459.5,1.4,2.9,-15.5,-1.1,2.2,-0.8
Cc1cc2c(nn1)CCc1nonc1-2,2.5,6.0,3.9,-2.5,9.0,0.9,1.4,1.7
O=S(=O)(NC(=NCc1ccccc1)c1ccc(F)cc1)c1ccc(Cl)cc1,-5.8,-3.6,-2.2,-3.9,-6.4,-1.2,4.8,-1.9
